PKA-R2B act: activators of human PKA-R2B complex; PKA-R2B holoenzyme dissociation, Cy5-IP20 fluorescence polarization; R2B truncated from residue 108, S112A mutant; 0% DMSO only, 100% 113 µM cGMP; P22694+P31323; activation, % at 11.4 µM; 0.079% of 340,000 active; AID 504700;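 active = activation above a cutoff set at the mean over all compounds plus 3 SD, cut at about 18% in these data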;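 also: higher means more holoenzyme dissociation and a rise in polarization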
Rtt109 Vps75: blocks Candida albicans Rtt109/Vps75 acetyltransferase activity; 0.16% of 330,000 active; inhibition, % at 34.9 µM; Q5AAJ8; purified Rtt109/Vps75, ThioGlo CoA-SH fluorescence, 4 h;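 active = inhibition of at least 50% in every replicate; inconclusive = best replicate reaches 50% inhibition but some replicates fall short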
Target sequence (Q5AAJ8 whole entry, looked up): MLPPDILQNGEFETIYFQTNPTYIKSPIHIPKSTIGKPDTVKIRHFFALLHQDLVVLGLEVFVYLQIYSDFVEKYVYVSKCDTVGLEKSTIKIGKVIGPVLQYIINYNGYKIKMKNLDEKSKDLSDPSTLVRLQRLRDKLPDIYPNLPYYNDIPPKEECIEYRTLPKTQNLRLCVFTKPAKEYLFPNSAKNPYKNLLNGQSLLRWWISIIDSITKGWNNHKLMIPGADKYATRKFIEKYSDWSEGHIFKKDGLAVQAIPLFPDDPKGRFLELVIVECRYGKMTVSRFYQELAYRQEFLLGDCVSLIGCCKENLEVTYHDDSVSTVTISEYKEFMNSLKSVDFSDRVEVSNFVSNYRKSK
LANA DNA inh: KSHV C-LANA DNA binding inhibition; AID 504423; inhibition, % at 9 µM; MBP-C-LANA/FAM-LBS DNA binding, fluorescence polarization; 0.078% of 340,000 active;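 active = highest replicate inhibition at or above 60% at 9 µM, even if other replicates fall short; inactive = all replicates below 60% inhibition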;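 also: 0% = neutral control wells and 100% = 4 µM acridine orange control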
CAL PDZ FP-1: blocks peptide binding to the human CAL PDZ domain. purified CAL PDZ, TMR-peptide fluorescence polarization, 1 h. inhibition, % at 24.9 µM. 0.92% of 300,000 active. AID 602252. Q9HD26;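 active = mean inhibition of at least 30% with at least half of replicates also reaching 30%; inconclusive = no clear call, values can overlap the other calls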;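 also: 0% = DMSO neutral control and 100% = excess unlabeled competitor peptide PRC23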
cardiac RTF act: cardiac RTF calcium sensitization. IANBD-labeled TnC RTF fluorescence at EC20 calcium; 0% EC20 calcium, 100% full calcium. activation, % at 7.2 µM. 0.24% of 340,000 active;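 active = activation above the mean over all tested compounds plus 3 SD, cut at about 30% in these data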;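 also: rise in fluorescence read as greater calcium sensitivity of cardiac thin filaments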
Keap1 Nrf2 FP: disrupts human Keap1 binding to Nrf2 peptide; Q14145; Keap1 Kelch-Nrf2 peptide fluorescence polarization, 1536-well; inhibition, % at 9.4 µM; 0.15% of 340,000 active; in the data active = inhibition above about 12%; inconclusive = no clear call, values can overlap the other calls; inactive = below about 7.3%;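 also: human Keap1 Kelch domain with fluorescein labeled Nrf2 9mer peptide probe; 0% = neutral control wells and 100% = peptide positive control; higher means more block of Keap1 binding to Nrf2 peptide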
Target sequence (Q14145 whole entry, looked up, the tested form may be a part): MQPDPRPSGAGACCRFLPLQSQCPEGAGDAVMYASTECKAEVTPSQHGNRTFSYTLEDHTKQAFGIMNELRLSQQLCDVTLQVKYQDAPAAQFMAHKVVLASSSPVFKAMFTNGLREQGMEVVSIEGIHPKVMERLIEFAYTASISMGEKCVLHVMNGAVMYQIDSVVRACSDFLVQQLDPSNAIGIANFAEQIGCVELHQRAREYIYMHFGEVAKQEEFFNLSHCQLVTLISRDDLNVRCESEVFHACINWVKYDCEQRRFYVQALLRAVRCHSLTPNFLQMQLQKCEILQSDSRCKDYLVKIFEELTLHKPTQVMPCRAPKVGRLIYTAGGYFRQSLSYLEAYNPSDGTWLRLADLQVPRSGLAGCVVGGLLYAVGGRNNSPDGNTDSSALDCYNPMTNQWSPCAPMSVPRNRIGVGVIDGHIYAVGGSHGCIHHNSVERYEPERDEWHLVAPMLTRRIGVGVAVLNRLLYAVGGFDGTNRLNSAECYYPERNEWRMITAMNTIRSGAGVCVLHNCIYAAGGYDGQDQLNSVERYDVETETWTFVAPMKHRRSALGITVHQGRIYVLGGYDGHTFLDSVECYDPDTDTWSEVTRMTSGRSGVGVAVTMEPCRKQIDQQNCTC
RTF Ca sens inh: cardiac RTF calcium desensitization | P19429+P45379 | IANBD-labeled cardiac RTF, Ca2+ fluorescence | inhibition, % at 7.15 µM | 0.12% of 340,000 active;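 active = inhibition above the mean inhibition of all tested compounds plus 3 SD, cut at about 17% in these data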;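 also: assay run at fixed EC70 calcium of 1.6 mM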
CAL PDZ FP-2: blocks peptide binding to human CAL PDZ domain | inhibition, % at 20 µM | purified CAL PDZ, TMR-peptide fluorescence polarization, 1 h | AID 504414 | 0.02% of 330,000 active | Q9HD26;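 active = highest replicate inhibition of at least 40%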;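 also: plate controls were DMSO neutral control wells for no effect and unlabeled competitor peptide control wells for full effect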
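Material – purified CerCALP PDZ construct · Detection – FP readout, S and P plane fluorescence · Measure – percent inhibition from loss of millipolarization · Controls – unlabelled peptide for full inhibition, DMSO wells as neutral · Probe or stimulus – TMR-labelled reporter peptide T*-PRC34 bound in PDZ groove · Times – 1 h at RT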
SR-BI uptake up: enhances SR-BI lipid uptake from DiI-HDL; AID 504775; activation, % at 12.5 µM; CHO ldlA[mSR-BI] cells, DiI-HDL uptake fluorescence, 3 h; 100 = double the neutral-control signal; 0.096% of 320,000 active;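 active = mean replicate activation of at least 60% and every replicate at or above 60%; inconclusive = mean or all-replicate condition met, but not both; inactive = mean below 60% and not all replicates reaching 60%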;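 also: 0% = median plate neutral-control signal and 100% = twice that signal; values of inactives mirror those of a sister screen read the other way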
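Test system: SR-BI-overexpressing, LDLR-lacking CHO cells; Also added: labelled HDL, 10 µg/mL; Measured by: bottom-read cell fluorescence after medium removal, ex 550/em 595 nm; Timing: 3 h uptake period with compound, 37 °C; Buffer or medium: F12, 0.5% BSA, 25 mM HEPES; Doses: single compound concentration, delivered by pin transfer.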
DAGLB inh: diacylglycerol lipase beta (human) inhibition. HEK293T DAGLB membrane lysate, EnzChek fluorogenic substrate. inhibition, % at 5.17 µM. 0.059% of 340,000 active; in the data active = inhibition above about 34%;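 also: 0% = enzyme with vehicle and 100% = wells lacking enzyme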
Active calls of the source: *.

For C=CCSc1nnc(-c2cc3c(s2)-c2ccccc2CC3)o1 the results were PKA-R2B act 0, Rtt109 Vps75 -13, LANA DNA inh 0.7, CAL PDZ FP-1 -1, cardiac RTF act 1, Keap1 Nrf2 FP -3, RTF Ca sens inh 3, CAL PDZ FP-2 -0.8, SR-BI uptake up -12 and DAGLB inh -15.
`COc1ccc(OC)c(NC(=O)c2cccc(N3C(=O)C4C5C=CC(C6CC56)C4C3=O)c2)c1` (stereo unspecified) gave PKA-R2B act 8, Rtt109 Vps75 -6, LANA DNA inh -0.2, CAL PDZ FP-1 -3, cardiac RTF act -6, Keap1 Nrf2 FP -2, RTF Ca sens inh -3, CAL PDZ FP-2 -2.0, SR-BI uptake up -20 and DAGLB inh -7.
For CCN(C(=O)CSc1nnc(-c2cccs2)n1N)c1c(N)n(Cc2ccccc2)c(=O)[nH]c1=O the results were PKA-R2B act -13, Rtt109 Vps75 -5, LANA DNA inh -0.2, CAL PDZ FP-1 -1, cardiac RTF act 1, Keap1 Nrf2 FP -6, RTF Ca sens inh -1, CAL PDZ FP-2 -0.2, SR-BI uptake up -3 and DAGLB inh -2.
`CCCCC(C(=O)NCCC(C)C)N(CCCN1CCOCC1)C(=O)c1snc(C(N)=O)c1N` (stereo unspecified) gave PKA-R2B act -3, Rtt109 Vps75 5, LANA DNA inh 0.9, CAL PDZ FP-1 -6, cardiac RTF act -2, Keap1 Nrf2 FP -2, RTF Ca sens inh 1, CAL PDZ FP-2 -1.1, SR-BI uptake up 10 and DAGLB inh 1.
Screening COC(=O)c1[nH]c2ccccc2c1NC(=O)CN1CCN(c2cccc(OC)c2)C(C)C1 (stereo unspecified) returned PKA-R2B act -13, Rtt109 Vps75 -1, LANA DNA inh -0.3, CAL PDZ FP-1 -1, cardiac RTF act -5, Keap1 Nrf2 FP 1, RTF Ca sens inh -17, CAL PDZ FP-2 0.3, SR-BI uptake up -31 and DAGLB inh -1.
Screening Cc1ccc(S(=O)(=O)C2(C(=O)N3CCN(c4cc(C)ccc4C)CC3)CC2)cc1 returned PKA-R2B act -3, Rtt109 Vps75 15, LANA DNA inh 0.9, CAL PDZ FP-1 -3, cardiac RTF act -6, Keap1 Nrf2 FP 2, RTF Ca sens inh 3, CAL PDZ FP-2 0.3, SR-BI uptake up -16 and DAGLB inh 0.
C=CCC[C@@H](Cc1ccc(F)cc1)C(=O)OC[C@H](Cc1c[nH]c2ccccc12)NC(=O)[C@@H](CC=C)CC(=O)N(CCO)Cc1ccccc1 was read as PKA-R2B act -3, Rtt109 Vps75 -16, LANA DNA inh -0.3, CAL PDZ FP-1 -4, cardiac RTF act -1, Keap1 Nrf2 FP -5, RTF Ca sens inh 6, CAL PDZ FP-2 -1.0, SR-BI uptake up -46 and DAGLB inh -4.
Screening CC/C=C/C(=O)N1CC2(CC(c3cccc(NC(=O)CC)c3)=NO2)C[C@H]1C(N)=O (stereo partly specified) returned PKA-R2B act -18, Rtt109 Vps75 8, LANA DNA inh -0.1, CAL PDZ FP-1 -2, cardiac RTF act -4, Keap1 Nrf2 FP -3, RTF Ca sens inh -3, CAL PDZ FP-2 0.9, SR-BI uptake up 0 and DAGLB inh -7.
For CC(C)(C)n1nnnc1CN1CCC(NC(=O)NC2CCCCC2)CC1 the results were PKA-R2B act -1, Rtt109 Vps75 3, LANA DNA inh -0.1, CAL PDZ FP-1 -1, cardiac RTF act 2, Keap1 Nrf2 FP -4, RTF Ca sens inh -6, CAL PDZ FP-2 -2.7, SR-BI uptake up 18 and DAGLB inh -1.
For O=C(COc1ccc(F)cc1)NN1C(=O)CSC1=S the results were PKA-R2B act 5, Rtt109 Vps75 10, LANA DNA inh -5.6, CAL PDZ FP-1 -6, cardiac RTF act 3, Keap1 Nrf2 FP -16, RTF Ca sens inh 2, CAL PDZ FP-2 -2.0, SR-BI uptake up 7 and DAGLB inh 4.
`CC(C)(C)c1ccc(C(=O)N2CCC(=O)N(C(CO)Cc3ccccc3)CC2)cc1` (stereo unspecified) gave PKA-R2B act 0, Rtt109 Vps75 3, LANA DNA inh -0.6, CAL PDZ FP-1 2, cardiac RTF act -1, Keap1 Nrf2 FP -5, RTF Ca sens inh -3, CAL PDZ FP-2 0.5, SR-BI uptake up 8 and DAGLB inh 1.
`CCc1ccc(OCC(=O)O/N=C(\N)Cc2ccc([N+](=O)[O-])cc2)cc1` gave PKA-R2B act -8, Rtt109 Vps75 -7, LANA DNA inh -0.3, CAL PDZ FP-1 -4, cardiac RTF act 14, Keap1 Nrf2 FP -1, RTF Ca sens inh -8, CAL PDZ FP-2 -1.1, SR-BI uptake up 20 and DAGLB inh -13.
C=CCNC(=O)CN(c1ccccc1OCC)S(=O)(=O)c1ccc(C)cc1 was read as PKA-R2B act -5, Rtt109 Vps75 4, LANA DNA inh 1.9, CAL PDZ FP-1 -4, cardiac RTF act 1, Keap1 Nrf2 FP -5, RTF Ca sens inh -7, CAL PDZ FP-2 -1.2, SR-BI uptake up 12 and DAGLB inh -2.
`CC1=CC2C(C3C=CC2(C)C(=O)C3(C)O)C(C)(O)C1=O` (stereo unspecified) gave PKA-R2B act -2, Rtt109 Vps75 -6, LANA DNA inh -2.0, cardiac RTF act -5, Keap1 Nrf2 FP 2, RTF Ca sens inh -5, CAL PDZ FP-2 -0.5, SR-BI uptake up 16 and DAGLB inh -1.
`Cc1ccc(C(=O)OCC(=O)Nc2sc3c(c2C#N)CCCC3)cc1NC(=O)c1ccco1` gave PKA-R2B act -9, Rtt109 Vps75 0, LANA DNA inh 0.9, CAL PDZ FP-1 -1, cardiac RTF act -6, Keap1 Nrf2 FP 0, RTF Ca sens inh 0, CAL PDZ FP-2 -3.3, SR-BI uptake up -33 and DAGLB inh 2.
For Cc1ccc(Nc2nc(-c3ccc(S(=O)(=O)N4CCCC4)cc3)cs2)cc1C the results were PKA-R2B act -1, Rtt109 Vps75 -2, LANA DNA inh -0.5, CAL PDZ FP-1 -2, cardiac RTF act -1, Keap1 Nrf2 FP 0, RTF Ca sens inh -19, CAL PDZ FP-2 -1.1, SR-BI uptake up -45 and DAGLB inh -5.
Cc1cccc(OC(C)C(=O)Nc2nc(-c3ccncc3)cs2)c1 (stereo unspecified) was read as PKA-R2B act 1, Rtt109 Vps75 5, LANA DNA inh 0.5, CAL PDZ FP-1 -8, cardiac RTF act -13, Keap1 Nrf2 FP -1, RTF Ca sens inh -5, CAL PDZ FP-2 -1.1, SR-BI uptake up -14 and DAGLB inh 3.
Screening O=c1oc2ccccc2c(NCc2ccccc2F)c1[N+](=O)[O-] returned PKA-R2B act 0, Rtt109 Vps75 -2, LANA DNA inh -0.2, CAL PDZ FP-1 0, cardiac RTF act 4, Keap1 Nrf2 FP -6, RTF Ca sens inh -4, CAL PDZ FP-2 -0.8, SR-BI uptake up 12 and DAGLB inh -1.
`COCc1[nH]nc2c1C1(CCSCC1)C(C#N)=C(N)O2` gave PKA-R2B act 3, Rtt109 Vps75 0, LANA DNA inh 0.1, CAL PDZ FP-1 -2, cardiac RTF act 6, Keap1 Nrf2 FP -2, RTF Ca sens inh -10, CAL PDZ FP-2 -1.3, SR-BI uptake up 34 and DAGLB inh -1.
O=C(Nc1nnc(C2CCCCC2)s1)c1ccco1 was read as PKA-R2B act -2, Rtt109 Vps75 -27, LANA DNA inh -0.3, CAL PDZ FP-1 -1, cardiac RTF act 0, Keap1 Nrf2 FP -5, RTF Ca sens inh 0, CAL PDZ FP-2 1.0, SR-BI uptake up 2 and DAGLB inh 1.
`COc1ccccc1C(=O)NNC(=O)CCN1C(=O)/C(=C\c2ccccc2)SC1=S` gave PKA-R2B act -8, Rtt109 Vps75 2, LANA DNA inh 0.6, cardiac RTF act -3, Keap1 Nrf2 FP 7, RTF Ca sens inh 1, CAL PDZ FP-2 -0.1 and DAGLB inh 0.
For CCOc1cc(CNn2cnnc2)cc(Br)c1OCC(=O)NC(C)(C)C the results were PKA-R2B act 0, Rtt109 Vps75 0, LANA DNA inh -0.6, cardiac RTF act 5, Keap1 Nrf2 FP -3, RTF Ca sens inh -8, CAL PDZ FP-2 0.1, SR-BI uptake up 18 and DAGLB inh 0.
For CN(CC(=O)Nc1ccc(F)cc1)C(=O)Cc1ccsc1 the results were PKA-R2B act -3, Rtt109 Vps75 -8, LANA DNA inh -1.1, CAL PDZ FP-1 -1, cardiac RTF act 7, Keap1 Nrf2 FP 5, RTF Ca sens inh 0, CAL PDZ FP-2 -0.5, SR-BI uptake up -2 and DAGLB inh 0.
`Cc1ccc(/C=N/NC(=S)N2CCOCC2)cc1` gave PKA-R2B act -6, Rtt109 Vps75 -1, LANA DNA inh 0.4, CAL PDZ FP-1 -5, cardiac RTF act 2, Keap1 Nrf2 FP -2, RTF Ca sens inh 4, CAL PDZ FP-2 0.2, SR-BI uptake up 8 and DAGLB inh -4.
For Cc1ccc(-c2csc3nc(C)n(-n4c(C)ccc4C)c(=O)c23)o1 the results were PKA-R2B act 0, Rtt109 Vps75 -1, LANA DNA inh 1.8, CAL PDZ FP-1 -2, cardiac RTF act -6, Keap1 Nrf2 FP -9, RTF Ca sens inh 8, CAL PDZ FP-2 -1.1, SR-BI uptake up -27 and DAGLB inh -3.
Screening COc1cc(/C=C(\NC(=O)c2ccccc2)C(=O)NC(C(=O)O)c2ccccc2)cc(OC)c1OC (stereo unspecified) returned PKA-R2B act -3, Rtt109 Vps75 -1, LANA DNA inh -1.1, CAL PDZ FP-1 1, cardiac RTF act 2, Keap1 Nrf2 FP -5, RTF Ca sens inh -4, CAL PDZ FP-2 0.5, SR-BI uptake up 2 and DAGLB inh 0.
`COc1ccc2cc(C(N)=O)/c(=N\NC(=O)c3ccccc3)oc2c1` gave PKA-R2B act 0, Rtt109 Vps75 inconclusive, LANA DNA inh -0.1, CAL PDZ FP-1 0, cardiac RTF act -5, Keap1 Nrf2 FP 1, RTF Ca sens inh -3, CAL PDZ FP-2 -0.5, SR-BI uptake up -28 and DAGLB inh -2.

A portion of the results above, for reference:
`COc1ccccc1C(=O)NNC(=O)CCN1C(=O)/C(=C\c2ccccc2)SC1=S` gave PKA-R2B act -8, Rtt109 Vps75 2, LANA DNA inh 0.6, cardiac RTF act -3, Keap1 Nrf2 FP 7, RTF Ca sens inh 1, CAL PDZ FP-2 -0.1 and DAGLB inh 0.
For CCOc1cc(CNn2cnnc2)cc(Br)c1OCC(=O)NC(C)(C)C the results were PKA-R2B act 0, Rtt109 Vps75 0, LANA DNA inh -0.6, cardiac RTF act 5, Keap1 Nrf2 FP -3, RTF Ca sens inh -8, CAL PDZ FP-2 0.1, SR-BI uptake up 18 and DAGLB inh 0.

Screening results as filed in PubChem BioAssay.

Rows were taken by chance (roughly 1.6% active in at least one column).
